Yeast superoxide – yeast age-related superoxide inhibition as caloric restriction mimetic | actives 0.18% (n = 330,000) | superoxide response (% of plate mean), % at 10 µM | S. cerevisiae aged cells, superoxide DHE fluorescence; hits give low values;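 active = superoxide response under a set limit, about three screen SD below normal, cut at about 65% in these data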;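 note: yeast aged for seven days with compound at 30 °C before DHE staining; 100% = average MFI of all compound-treated wells on the plate with controls excluded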
proCasp3 act – procaspase-3 (human) activation; recombinant procaspase-3 D3A, Ac-DEVD-pNA absorbance 405 nm; activation, % at 8.5 µM; actives 0.11% (n = 330,000);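 active = activation above the mean of all tested compounds plus 3 SD, cut at about 21% in these data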;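 note: 0% = DMSO alone and 100% = DMSO wells spiked with extra 5 µM PC-3 D3A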
Target sequence (P42574 whole entry D9A/D28A/D175A): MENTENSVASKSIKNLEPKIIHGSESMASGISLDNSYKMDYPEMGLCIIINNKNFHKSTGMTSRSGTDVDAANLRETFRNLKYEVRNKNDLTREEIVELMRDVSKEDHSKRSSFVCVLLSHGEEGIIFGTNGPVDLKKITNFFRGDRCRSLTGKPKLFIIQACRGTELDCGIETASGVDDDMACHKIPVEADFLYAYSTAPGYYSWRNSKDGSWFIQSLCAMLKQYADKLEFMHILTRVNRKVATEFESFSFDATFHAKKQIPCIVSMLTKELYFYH
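Test system: Procaspase-3 D3A mutant; medium: Zinc-free HEPES/NaCl buffer with 0.01% Triton X-100 at pH 7.4; reagent: DEVD-pNA substrate; doses: one concentration, 8.5 µM nominal, 0.8% DMSO; times: 1 h preincubation plus 2 h reaction at 25 °C; signal: Epi-absorbance at 405 nm of released p-nitroaniline, 0 and 120 min; replicates: singlicate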
LAP4-GFP MLPCN – alters LAP4-GFP fluorescence in TOR pathway yeast screen; actives 0.34% (n = 320,000); GFP response vs DMSO, % at 10 µM; S. cerevisiae LAP4-GFP multiplex, flow cytometry GFP, 3 h; median GFP as percent of DMSO wells;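 active = GFP response vs DMSO above a set limit, about the screen mean plus 3 SD, cut at about 150% in these data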
AHR activator – human AHR activation; P35869; AHR-responsive luciferase reporter cells, luminescence; activation, % at 5 µM; actives 2.5% (n = 320,000); in the data active = activation above about 47%;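 note: 0% = vehicle wells and 100% = reference agonist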
RPL19A-GFP yeast – yeast TOR pathway RPL19A-GFP modulation | S. cerevisiae RPL19A-GFP strain, flow cytometry, 3 h; hits give low values | percent response vs DMSO, % at 10 µM | actives 0.3% (n = 330,000);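 active = percent response vs DMSO below 50%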;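 note: median channel GFP fluorescence of the barcoded RPL19A-GFP strain; ratio of sample median GFP to plate DMSO average so 100% = DMSO; lower means less RPL19A-GFP as with rapamycin TOR inhibition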
procasp7 counter – activates human procaspase-7, counter-screen for procaspase-3 activators; P55210; recombinant procaspase-7, Ac-DEVD-pNA absorbance 405 nm; D23A/D198A/D206A triple mutant, cannot self-cleave; scale: DMSO 0, 5 µM enzyme 100; activation, % at 8.5 µM; actives 0.093% (n = 330,000);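 active = percent activation above the screen-wide mean plus 3 SD, cut at about 25% in these data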
Target sequence (P55210 whole entry D23A/D198A/D206A): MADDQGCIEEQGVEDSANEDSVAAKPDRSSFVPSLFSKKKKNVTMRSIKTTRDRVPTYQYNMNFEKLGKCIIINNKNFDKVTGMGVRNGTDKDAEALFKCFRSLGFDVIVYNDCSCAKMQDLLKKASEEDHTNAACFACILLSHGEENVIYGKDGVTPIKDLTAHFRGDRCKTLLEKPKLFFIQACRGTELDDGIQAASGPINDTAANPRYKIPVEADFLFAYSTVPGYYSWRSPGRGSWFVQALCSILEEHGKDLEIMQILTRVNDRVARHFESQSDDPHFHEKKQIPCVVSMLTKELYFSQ
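signal = Epi-absorbance of released pNA at 405 nm, two timepoints | assay system = Uncleavable procaspase-7 mutant enzyme | reagent = Ac-DEVD-pNA substrate, 400 µM as added | times = 1 h enzyme–compound preincubation and 2 h substrate reaction, both 25 °C | benchmarks = low DMSO alone, high DMSO plus 5 µM PC-7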
MEP2-GFP yeast – alters MEP2-GFP fluorescence in TOR pathway yeast screen; GFP response vs DMSO, % at 10 µM; actives 0.51% (n = 330,000); S. cerevisiae MEP2-GFP strain, flow cytometry GFP, 3 h; 100% = DMSO control level; AID 2016;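 active = GFP response versus DMSO above a set limit, roughly screen mean plus 3 SD, cut at about 180% in these data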;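 note: median GFP fluorescence of the barcode-gated MEP2-GFP cells per well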
GASC-1 inh – inhibitors of human GASC-1 (JMJD2C) demethylase; Q9H3R0; GST-JMJD2C(1-420) H3K9me3 demethylation, DELFIA europium; inhibition, % at 2.35 µM; actives 0.069% (n = 330,000); AID 2099;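 active = more than half of a compound's replicate wells show inhibition beyond 50%, single wells judged on their own value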;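 note: signal counts dimethyl H3K9 product captured on neutravidin plate; 0% = median of DMSO wells and 100% = 0.3 times that DMSO median; strong numbers were not always called active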
Target sequence (Q9H3R0 1-420 limits assumed): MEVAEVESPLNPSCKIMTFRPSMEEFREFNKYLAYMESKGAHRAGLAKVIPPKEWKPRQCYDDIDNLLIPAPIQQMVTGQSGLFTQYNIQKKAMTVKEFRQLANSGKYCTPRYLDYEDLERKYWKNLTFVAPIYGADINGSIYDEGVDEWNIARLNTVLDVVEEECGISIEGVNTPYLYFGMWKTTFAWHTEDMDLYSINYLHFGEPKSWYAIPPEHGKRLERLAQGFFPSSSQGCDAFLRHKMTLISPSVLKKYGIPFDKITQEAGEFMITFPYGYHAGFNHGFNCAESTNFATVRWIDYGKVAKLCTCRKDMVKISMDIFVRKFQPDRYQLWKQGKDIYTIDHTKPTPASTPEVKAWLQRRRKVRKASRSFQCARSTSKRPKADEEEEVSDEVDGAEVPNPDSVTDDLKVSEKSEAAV
* marks the source's active call; other numbers are inactive results; / = not tested or not shown. Rows were taken by chance; overall some 3.8% were active at least once.

SMILES | Yeast superoxide | proCasp3 act | LAP4-GFP MLPCN | AHR activator | RPL19A-GFP yeast | procasp7 counter | MEP2-GFP yeast | GASC-1 inh
COC(=O)CCC/C=C1/SCC(NC(=O)c2ccccc2)C1=O (stereo unspecified) | 104 | -5 | 111 | -2 | 97 | -15 | 104 | 2
O=C(NC1CC1)c1cc(=S)[nH]c2ccccc12 | 132 | -13 | 110 | 2 | 105 | -24 | 103 | 3
Cc1ccc(CN(C)CC(=O)Nc2cccc([N+](=O)[O-])c2)o1 | 106 | 4 | 96 | 5 | 106 | 0 | 106 | 4
COc1ccc(NS(=O)(=O)c2ccc(C(=O)Nc3c(C)n(C)n(-c4ccccc4)c3=O)cc2)cc1 | 92 | -6 | 98 | -2 | 95 | 1 | 96 | -7
CCCCOc1ccccc1C1CC(=O)NC2=C1C(=O)CCC2 (stereo unspecified) | 101 | 1 | 107 | -2 | 109 | 3 | 112 | -5
O=C(CSc1nc(-c2ccccc2Cl)ns1)Nc1ccc2c(c1)OCO2 | 82 | 4 | 89 | 87* | 96 | -2 | 96 | /
CCOC(=O)c1ccc(NC(=O)c2ccc(CO)c(C(=O)NC3CCN(C(=O)OCC)CC3)c2)cc1 | 99 | 0 | 94 | -2 | 94 | 1 | 97 | 10
COc1cccc(CNC(=O)CCCc2cn(C)c3ccccc23)c1 | 101 | 2 | 95 | 8 | 101 | -6 | 102 | 7
COc1ccc(OC)c(C2C(C#N)=C(N)Oc3cc(C)n(Cc4ccccn4)c(=O)c32)c1 (stereo unspecified) | 102 | 2 | 101 | -1 | 93 | 0 | 99 | 13
CN(C(=O)CSc1nc2[nH]ncc2c(=O)[nH]1)c1ccccc1 | 100 | -3 | 100 | 1 | 107 | 0 | 107 | -20
Cc1ccc(/C=N\NC(=O)C2CC(=O)N(c3ccccc3)C2)o1 (stereo unspecified) | 105 | 1 | 110 | 4 | 103 | 3 | 102 | -4
COc1ccc(Cc2nnc(NC(=O)CSc3ccccc3)s2)cc1 | 103 | 5 | 97 | 3 | 98 | 5 | 98 | -7
CC(C)OC(=O)c1cccc(C(=O)Nc2cccc(NC(=O)c3cccc(C(=O)OC(C)C)n3)n2)n1 | 76 | 3 | 94 | 3 | 100 | -8 | 101 | -2
COc1cccc(C(=O)NNC(=O)c2ccc3ccccc3c2O)c1 | 100 | 0 | 103 | -1 | 101 | -1 | 101 | -1
CN(C)CCN(C(=O)c1cccc(Cl)c1)c1nc2c(Cl)cccc2s1 | 96 | 7 | 131 | 10 | 109 | 12 | 123 | 13
Cc1ccc(NC(=O)CCCn2nc(C)c3c(C)n(-c4ccccc4)nc3c2=O)cc1C | 133 | 4 | 91 | 2 | 99 | -6 | 94 | 1
O=C(c1cc([N+](=O)[O-])ccc1Cl)N1CCN(c2ccccn2)CC1 | 108 | 0 | 89 | 43 | 103 | 7 | 99 | -6
Cc1cc2nc(-c3cc(N4CCOCC4)ccc3[N+](=O)[O-])ccn2n1 | 103 | 7 | 104 | 0 | 103 | 10 | 105 | 3
CCOc1ccc(NC(=O)CCN2C(=O)CSc3ccccc32)cc1 | 102 | 4 | 114 | -1 | 98 | 8 | 106 | -4
O=S(=O)(c1ccc(N2CCN(Cc3ccc4c(c3)OCO4)CC2)nc1)N1CCOCC1 | 94 | 8 | 109 | 1 | 95 | 2 | 104 | -7
Cc1ccc(S(=O)(=O)NCC(=O)OCC(=O)NCc2cccs2)cc1 | 108 | 9 | 95 | -1 | 92 | -1 | 92 | -1
Fc1c(F)c(C(F)(F)F)c(F)c(F)c1N1CCN(c2ccc3nnc(C(F)(F)F)n3n2)CC1 | 99 | 6 | 87 | -2 | 97 | 14 | 98 | -4
COc1ccc(OC)c(/C=C/C(=O)OCC(=O)c2c(N)n(C)c(=O)n(C)c2=O)c1 | 92 | 7 | 99 | 1 | 99 | 8 | 98 | -3
COc1ccc(S(=O)(=O)Nc2ccc(-n3cnnn3)cc2)cc1[N+](=O)[O-] | 93 | 9 | 89 | 0 | 89 | 3 | 94 | 18
CCN1C(=O)N[C@@H](c2ccco2)C(C(C)=O)=C1C | 111 | -3 | 96 | -2 | 95 | -9 | 98 | 4
Cc1ccc(NC(=O)CCc2ccc(S(=O)(=O)N3CCOCC3)cc2)c(C)c1 | 102 | 3 | 89 | -2 | 101 | 6 | 104 | 2
CCOC(=O)c1c(C)[nH]c(NC(=O)NNC(=O)c2ccccc2Cl)c1C | 77 | -4 | 93 | -1 | 99 | 4 | 99 | -6
COc1ccccc1-n1c(SCC(=O)NCC2CCCO2)nc2c([nH]c3ccccc32)c1=O (stereo unspecified) | 101 | -5 | 111 | 90* | 103 | 3 | 105 | 8
COc1ccc2c(c1)c(=O)c(Br)c(C)n2Cc1ccccc1 | 94 | -2 | 100 | 32 | 98 | 11 | 103 | 9
CN(CC(=O)Nc1ccccc1Cl)C(=O)c1ccccc1SCC(=O)N1CCCC1 | 101 | 12 | 100 | -3 | 95 | 5 | 94 | 0
CCCOc1ccc(/C(CC)=N/NC(=O)C2(C)CC2(Br)Br)cc1 (stereo unspecified) | 108 | -5 | 97 | 0 | 102 | -4 | 102 | -26
CCCn1c(C)cc(C(=O)COc2ccc(C)nc2[N+](=O)[O-])c1C | 98 | -12 | 114 | 3 | 106 | -15 | 106 | 6
Cc1cc(Br)c(S(=O)(=O)NCc2ccncc2)cc1C | 99 | -3 | 87 | -7 | 114 | 5 | 108 | -1
CCC(C)NC(=O)C(NS(=O)(=O)c1ccc2c(c1)c(=O)n(C)c(=O)n2C)c1ccccc1 (stereo unspecified) | 92 | 9 | 98 | 0 | 110 | 10 | 101 | /
Cc1noc(C)c1S(=O)(=O)N1CCCN(C(=O)/C=C/c2ccccc2F)CC1 | 95 | 7 | 104 | -1 | 101 | 9 | 97 | -8
CC(=O)c1c(C)[nH]c(C(=O)OCc2nnc(-c3ccc([N+](=O)[O-])cc3)o2)c1C | 120 | 10 | 95 | 0 | 95 | 6 | 91 | -3
O=C(Cc1ccccc1)N1CCN=C1SCc1cccc([N+](=O)[O-])c1 | 107 | -2 | 100 | 0 | 108 | 0 | 103 | 2
Cc1sc(NC(=O)/C=C/C(=O)O)c(C(N)=O)c1-c1ccc(C(C)(C)C)cc1 | 91 | 1 | 94 | 0 | 96 | 6 | 95 | 6
Cc1cc(C)cc(C(=O)Nc2cccnc2Cl)c1 | 90 | 2 | 98 | 3 | 99 | 5 | 101 | 2
CC1=CC(C)(C)N2C(=O)C3(C(C#N)=C(N)OC4=C3C(=O)CCC4)c3c(C)c(C)cc1c32 (stereo unspecified) | 99 | 1 | 100 | 22 | 98 | -5 | 104 | 7

3 of these compounds, reformatted:
Cc1ccc(NC(=O)CCc2ccc(S(=O)(=O)N3CCOCC3)cc2)c(C)c1
  Yeast superoxide = 102
  proCasp3 act = 3
  LAP4-GFP MLPCN = 89
  AHR activator = -2
  RPL19A-GFP yeast = 101
  procasp7 counter = 6
  MEP2-GFP yeast = 104
  GASC-1 inh = 2

CCOC(=O)c1c(C)[nH]c(NC(=O)NNC(=O)c2ccccc2Cl)c1C
  Yeast superoxide = 77
  proCasp3 act = -4
  LAP4-GFP MLPCN = 93
  AHR activator = -1
  RPL19A-GFP yeast = 99
  procasp7 counter = 4
  MEP2-GFP yeast = 99
  GASC-1 inh = -6

COc1ccccc1-n1c(SCC(=O)NCC2CCCO2)nc2c([nH]c3ccccc32)c1=O (stereo unspecified)
  Yeast superoxide = 101
  proCasp3 act = -5
  LAP4-GFP MLPCN = 111
  AHR activator = 90*
  RPL19A-GFP yeast = 103
  procasp7 counter = 3
  MEP2-GFP yeast = 105
  GASC-1 inh = 8

(list continues)
SMILES | Yeast superoxide | proCasp3 act | LAP4-GFP MLPCN | AHR activator | RPL19A-GFP yeast | procasp7 counter | MEP2-GFP yeast | GASC-1 inh
CC1(C)NC(=O)N(CC(=O)OCC(=O)Nc2cccc(S(N)(=O)=O)c2)C1=O | 93 | 0 | 93 | 5 | 103 | 15 | 108 | -13
CN(C)CCCNC(=S)N1CCN(c2nc(-c3ccccc3)cs2)CC1 | 106 | 7 | 86 | 0 | 101 | 14 | 103 | 2
COc1ccc(NC(=O)CC2C(=O)N(C)C(=S)N2CCc2ccccc2F)cc1 (stereo unspecified) | 104 | -1 | 94 | 22 | 94 | -8 | 94 | 7
Cc1ccc(/C=C2\SC(=S)N(CCC(=O)N3CCOCC3)C2=O)cc1 | 103 | 3 | 76 | 0 | 98 | -2 | 106 | -28
CCOCCCNC(=O)Cc1cc(=O)[nH]c(=O)[nH]1 | 129 | -5 | 93 | 1 | 91 | 10 | 94 | 6
Cc1ccccc1-n1c(-c2csc3ccccc23)n[nH]c1=S | 96 | -11 | 108 | 11 | 97 | -20 | 103 | 5
CC(OC(=O)c1ncc(Cl)c(Cl)c1Cl)C(=O)NC1(C#N)CCCCC1 (stereo unspecified) | 109 | 1 | 113 | 3 | 97 | -3 | 100 | 0
COCCNC(=O)NC12CC3(C)CC(C)(CC(C)(C3)C1)C2 | 73 | 5 | 94 | 2 | 107 | 4 | 107 | 16
O=C(c1cc(COc2cccc3cnccc23)on1)N1CCC(c2ccccc2Cl)C1 (stereo unspecified) | 126 | -5 | 90 | 6 | 98 | 2 | 99 | 3
COC(=O)c1c(NC(=O)Cc2cccs2)sc(C)c1C | 105 | 11 | 107 | 10 | 98 | -2 | 99 | 2
CC(=O)Nc1cccc(NC(=O)CSc2nccn2Cc2ccc(F)cc2)c1 | 102 | 3 | 100 | 2 | 110 | 1 | 113 | -4
CCC(C)(C(=O)NC1CCCC1)N(C(=O)c1cnccn1)c1c(C)n(C)n(-c2ccccc2)c1=O (stereo unspecified) | 83 | -7 | 102 | 1 | 99 | 9 | 105 | -15
CCCCC(=O)Nc1ccc(C(=O)NCCc2ccc(S(N)(=O)=O)cc2)cc1 | 103 | -6 | 97 | 2 | 99 | 11 | 99 | 2
Cc1ccc(-c2noc(CN(C(=O)CCCN3C(=O)c4ccccc4C3=O)C(C)C)n2)cc1 | 100 | -1 | 104 | 4 | 99 | -6 | 108 | 1
Cc1cc(NC(=O)c2ccc(S(=O)(=O)N(C)C)cc2)no1 | 92 | -7 | 98 | 7 | 100 | -1 | 104 | 13
Cc1ccc(SC[C@H](Cc2ccccc2)N2CC[C@@H](C)CCC2=O)cc1 | 101 | 2 | 126 | 5 | 100 | 9 | 94 | 3
CCCSc1nc(O)c(C(c2ccc(OC)c(O)c2)c2c(O)nc(SCCC)n(C)c2=O)c(=O)n1C | 86 | 3 | 91 | 0 | 93 | 6 | 94 | -6
COc1ccc(-n2c(=O)c3ccccc3n(CC(=O)Nc3cccc(OC)c3)c2=O)cc1 | 75 | -8 | 104 | 2 | 100 | 1 | 101 | -8
COc1ccc(S(=O)(=O)N(c2onc(C)c2Cl)S(=O)(=O)c2ccc(OC)cc2)cc1 | 111 | 2 | 100 | -7 | 100 | 18 | 100 | 30
O=S(=O)(/N=C(/Nc1ccccc1)c1ccccc1)c1cccs1 | 74 | 8 | 94 | -2 | 100 | -7 | 115 | 5
Nc1ncc2c(n1)-c1ccccc1CC2 | 99 | -4 | 101 | -1 | 96 | 2 | 96 | -2
COc1ccc(C2CC2/C(C)=N/OC(=O)C2CC2)cc1 (stereo unspecified) | 95 | 2 | 100 | 1 | 98 | 2 | 102 | 91

High-throughput results: PubChem BioAssay, several laboratories
